V1R ag counter – activates human V1a receptor in oxytocin agonist counter-screen; CHO-V1R cells, Fluo-8 calcium fluorescence, agonist mode; 0% DMSO, 100% 3 nM vasopressin; activation, % at 3 µM; hit rate 0.25% among 320,000;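 active = activation above the mean activation of all tested compounds plus 3 SD, per screening run, cut at about 20% in these data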;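 note: signal is peak over basal fluorescence ratio across a 100 second FLIPR read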
CHO-K1 Ca antag – M1 antagonist counterscreen hit in parental CHO-K1 cells | ATP-induced calcium, Fluo-8 fluorescence | inhibition, % at 3 µM | hit rate 0.6% among 360,000 | AID 602250;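 active = inhibition above a per-plate cutoff, the plate's mean sample inhibition plus 3 SD, cut at about 24% in these data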;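 note: 0% = DMSO plus EC80 ATP and 100% = DMSO alone without ATP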
TAAR1 antag – antagonists of human TAAR1; CHO RD-HGA16 TAAR1, Fluo-8 calcium fluorescence, antagonist; hit rate 1.5% among 360,000; inhibition, % at 3 µM; AID 624466; Q96RJ0;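 active = inhibition above a per-plate cutoff, the mean inhibition of test compounds on that plate plus 3 SD, cut at about 49% in these data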;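 note: 0% = DMSO plus EC80 beta-PEA response and 100% = DMSO alone without agonist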
Target sequence (Q96RJ0 whole entry, looked up): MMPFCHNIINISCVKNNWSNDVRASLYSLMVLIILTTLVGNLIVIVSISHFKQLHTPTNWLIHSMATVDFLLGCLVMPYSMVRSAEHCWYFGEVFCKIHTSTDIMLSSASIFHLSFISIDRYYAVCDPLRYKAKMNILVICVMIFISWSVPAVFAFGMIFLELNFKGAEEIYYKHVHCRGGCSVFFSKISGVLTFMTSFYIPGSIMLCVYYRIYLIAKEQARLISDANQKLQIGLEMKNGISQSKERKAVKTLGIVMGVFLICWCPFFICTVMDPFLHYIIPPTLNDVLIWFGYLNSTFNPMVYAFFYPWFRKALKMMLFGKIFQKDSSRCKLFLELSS
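Test system: CHO RD-HGA16 cells bearing hTAAR1 | Reagent: β-PEA, EC80 | Compound dosing: 3 µM, single point | Schedule: Dye loading 75 min at 37 °C, then 30 min room temperature | Signal: Calcium fluorescence with Fluo-8 | Evaluation: Percent inhibition of PEA-evoked calcium signal, max/basal emission ratio | Control set: DMSO-only wells and EC80 β-PEA-stimulated wells | Repeats: Singlicate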
CHO-K1 Ca PAM – nonselective activator or artifact in parental CHO-K1 calcium assay; ATP EC20, Fluo-8 calcium fluorescence; 0% at ATP EC20, 100% at ATP max; activation, % at 3 µM; hit rate 0.02% among 360,000; AID 602247;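 active = activation above the run cutoff, the mean activation of all test compounds plus 3 SD, cut at about 40% in these data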;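 note: peak over basal fluorescence ratio in a 140 s read after ATP addition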
M1 ag – activates human CHRM1 receptor. activation, % at 3 µM. hit rate 0.33% among 360,000. CHO-K1 hM1, Fluo-8 calcium fluorescence, agonist mode; 0% DMSO, 100% acetylcholine EC100. AID 588814. P11229;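 active = activation above the run's mean compound activation plus 3 SD, cut at about 16% in these data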;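 note: peak over basal fluorescence ratio within a 140 s kinetic read after compound addition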
Target sequence (P11229 whole entry, looked up): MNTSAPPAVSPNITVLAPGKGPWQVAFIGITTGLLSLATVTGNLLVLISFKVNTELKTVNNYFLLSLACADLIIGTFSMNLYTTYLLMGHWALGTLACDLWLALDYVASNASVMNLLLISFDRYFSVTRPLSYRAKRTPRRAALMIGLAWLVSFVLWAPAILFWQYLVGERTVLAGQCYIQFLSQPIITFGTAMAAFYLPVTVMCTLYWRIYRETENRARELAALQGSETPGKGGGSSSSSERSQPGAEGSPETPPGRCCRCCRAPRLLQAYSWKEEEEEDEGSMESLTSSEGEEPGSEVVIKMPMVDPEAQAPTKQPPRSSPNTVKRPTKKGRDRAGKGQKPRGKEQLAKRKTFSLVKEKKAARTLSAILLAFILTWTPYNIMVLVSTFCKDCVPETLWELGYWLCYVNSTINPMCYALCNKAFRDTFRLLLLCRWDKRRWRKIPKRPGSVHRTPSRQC
M1 ag parental – nonselective activator or artifact in parental CHO-K1 cells; Fluo-8 calcium fluorescence; scaled to maximal ATP response, vehicle zero; activation, % at 3 µM; hit rate 0.48% among 360,000; AID 602248; in the data active = activation above about 15%;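 note: untransfected CHO-K1 host cells lacking M1 receptor as counterscreen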
TAAR1 agonist – agonists of human TAAR1; activation, % at 3 µM; hit rate 0.99% among 360,000; Q96RJ0; CHO RD-HGA16 TAAR1, Fluo-8 calcium fluorescence; vehicle wells 0%, saturating PEA agonist 100%;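 active = activation above the mean activation of all test compounds in the run plus 3 SD, cut at about 38% in these data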
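Signal – calcium-sensitive Fluo-8 signal, excitation 470-495, emission 515-575 nm · System – RD-HGA16 (CHO) cells co-expressing Gα16 and hTAAR1 · Incubation – 17-24 h seeding, 75 min 37 °C dye, 30 min RT · Compound dosing – 3 µM single concentration · Repeats – no replicates (n 1)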
OXTR potentiate – potentiates the human oxytocin receptor response | P30559 | activation, % at 3 µM | hit rate 0.061% among 320,000 | CHO-OTR cells, Fluo-8 calcium fluorescence, potentiator mode; 0% = oxytocin EC15, 100% = EC100;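 active = activation above that plate's cutoff, the mean activation of tested compounds plus 3 SD, cut at about 6.6% in these data, passing the limit was not always enough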;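 note: 100% uses oxytocin at 75 nM as the full agonist control; some results filed as inactive read as strong as hits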
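System: human OTR in CHO cells; Also added: sub-maximal oxytocin, roughly EC15; Timing: compound 6 min at room temperature before oxytocin, 100 s read; Technique: Fluo-8 intracellular calcium fluorescence, ex 470-495, em 515-575 nm; Controls: oxytocin EC15 low and EC100 high; Replication: singlicate.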
CHO parental Ca – signal in parental CHO cells, OX1R antagonist counter-screen. parental CHO-K1, ATP-induced calcium, Fluo-8 fluorescence. inhibition, % at 5.6 µM. hit rate 0.63% among 330,000;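 active = inhibition above that plate's mean sample inhibition plus 3 SD, cut at about 26% in these data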;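 note: 0% = ATP-challenged DMSO wells and 100% = DMSO wells without ATP; some compounds past the cut are filed as inactive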
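Assay system: parental CHO cells; Read-out basis: percent inhibition of ATP-evoked calcium rise, normalized to controls; Benchmarks: ATP and no-ATP DMSO wells; Compound dosing: single nominal dose of 5.6 µM per compound; Signal: Fluo-8 calcium dye fluorescence; Also added: ATP as calcium-mobilizing challenge; Repeats: singlicate.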
An asterisk follows results filed as active; nt = no result given.

SMILES	V1R ag counter	CHO-K1 Ca antag	TAAR1 antag	CHO-K1 Ca PAM	M1 ag	M1 ag parental	TAAR1 agonist	OXTR potentiate	CHO parental Ca
CCOC(=O)[C@]12CCCC=C1N(Cc1ccc(Cl)cc1Cl)C(=O)[C@H](CC(=O)NCCCOC)C2	nt	-17	-35	18	nt	2.0	5	nt	nt
O=C(NCCNc1ccc([N+](=O)[O-])cc1Cl)c1ccccc1F	4.8	-7	-18	-1	-9	3.0	0	-13	5
FC(F)(F)c1cccc(Cc2noc(CN3C[C@@H]4CCC[C@H]3C4)n2)c1	-1.0	-10	-25	24	-5	5.5	9	-1	-24
CCC1COCCS(=O)(=O)N1Cc1ccccc1F (configuration not stated)	0.3	-11	-4	9	-5	0.2	1	1	-15
COC(=O)C1=C(C)N(C)C(=S)NC1c1cc(OC)ccc1OC (configuration not stated)	0.9	-20	-7	6	-5	-0.1	2	2	-5
CC(C)NC(=O)c1onc(CSc2ccccn2)c1C(=O)NC(C)C	0.8	-11	3	-7	-4	0.5	12	-6	-7
CCCOc1ccc(C(=O)NC(=S)N2CCN(c3ncc4c(=O)c(C(=O)O)cn(CC)c4n3)CC2)cc1	nt	0	-16	16	-1	0.2	0	nt	nt
CCCCNC(=O)Cn1nc([N+](=O)[O-])c([N+](=O)[O-])c1C	1.0	14	-14	-8	-3	0.1	1	-2	-8
O=C(Nc1ccccc1)C1=C[C@H](c2ccc3c(c2)OCO3)C[C@H](OCCCCO)O1	0.2	-9	12	9	-1	0.3	7	-9	-1
Cc1cc(NC(=O)Cn2nc(-c3ccccc3F)ccc2=O)ccc1-n1cnnn1	1.4	-23	2	-6	-3	0.7	14	-7	-1
O=C1CC[C@@H](CN(Cc2ccccc2)Cc2cn[nH]c2-c2cc3ccccc3o2)N1	2.6	-15	17	-5	-1	2.0	7	-5	-6
C[C@@H](CN1C2=NC[C@H](Cc3ccccc3)N2C[C@H]1Cc1ccc(O)cc1)NC(=O)CCC1CCCCC1	-0.6	-7	9	6	-13	-0.4	-2	-5	-17
CCOc1ccc(CCNC(=O)c2ccc3ccccc3n2)cc1OCC	1.0	-8	-25	4	-4	1.7	-2	-7	-31
CCCOc1ccc(C(=O)NNC(=S)NC(=O)c2ccco2)cc1	98*	21	105*	-28	67*	60*	156*	-21	70*
COc1ccccc1-n1c(SCc2cc(=O)oc3cc(O)ccc23)nc2ccccc2c1=O	1.9	1	0	-5	-2	4.4	0	-6	-4
COc1ccccc1CNC(=O)C1CCCC1	-0.3	-8	-3	-16	-1	0.1	1	-1	-7
Cc1ccc(CN2CC(=O)N3[C@H]4c5cc(C)ccc5OC[C@@H]4[C@H](c4ccccc4)[C@]3(C)C2=O)cc1	1.9	-12	-12	8	-3	0.5	13	-8	-40
O=c1c2ccccc2nc2n1C1(CCCCC1)Cc1ccccc1-2	0.0	-19	-6	16	0	-0.1	4	2	-27
O=C1[C@H]2[C@@H](/C=C/c3ccccc3)N3C(=O)CN(CCO)C(=O)[C@@]3(Cc3ccccc3)[C@H]2C(=O)N1c1ccccc1	-1.0	2	9	-9	-3	0.0	2	-11	-8
Cc1ccc(N(CC(=O)Nc2ccccc2-c2ccccc2)S(=O)(=O)c2ccccc2)c(C)c1	1.9	-6	-9	17	-5	-0.1	5	-16	-11
CCCN(CC1CCCO1)C(=O)c1cc(COc2cccc(OC)c2)on1 (configuration not stated)	1.7	-1	6	1	0	1.1	0	-7	-6
CC(=O)NC(CC(=O)Nc1cccc(S(=O)(=O)N2CCCCC2)c1)c1ccccc1 (configuration not stated)	0.7	12	-21	10	0	5.0	1	-6	-2
O=C(CSc1nnnn1-c1cccc(O)c1)NC1CC1	-0.9	-2	-17	0	0	0.3	6	-10	7
C=CCC[C@@H](Cc1ccc(F)cc1)C(=O)O[C@H](CNC(=O)[C@H](CC=C)CC(=O)N(CCO)Cc1ccccc1)c1ccccc1	3.5	-15	75*	9	-3	1.2	11	-11	-5
COc1ccc(CNc2ccccn2)c(O)c1	nt	-2	-8	7	-6	0.0	4	nt	nt

Following part:
SMILES	V1R ag counter	CHO-K1 Ca antag	TAAR1 antag	CHO-K1 Ca PAM	M1 ag	M1 ag parental	TAAR1 agonist	OXTR potentiate	CHO parental Ca
Cc1csc2c(NC3CCN(Cc4ccccc4)CC3)ncnc12	3.6	-8	-25	8	-5	4.4	3	-14	-8
COc1ccc2c(=O)c(-c3ccccc3C)c(C)oc2c1	-0.8	-5	0	2	-4	0.8	-3	-9	-23
COc1cc(C(=O)Nn2cnnc2)ccc1OC(F)F	-0.9	10	5	-6	-1	0.1	5	0	-6
COc1ccc([C@H]2/C=C\CN(S(C)(=O)=O)[C@@H](C)C(=O)N2Cc2ccc(F)cc2)cc1	-0.1	1	2	-18	-2	0.1	4	-10	-10
N#Cc1cccc(CN2CCC(=O)N([C@H](CO)c3ccccc3)CC2)c1	-0.9	-2	10	2	-15	0.3	1	-1	-11
CCS(=O)(=O)c1nc(S(=O)(=O)c2ccc(Cl)cc2)c(NCc2ccccn2)s1	0.2	-10	12	4	-3	0.7	1	-4	-23
CCOC12CC(C)(C)CC(C)(CC3=C1C(=O)CC(C)(C)C3)C2 (configuration not stated)	-0.7	-3	-4	14	-8	-0.8	0	-1	-4
COc1ccc2ccccc2c1/C=N/NC(=O)c1cccc(Br)c1	-0.2	-2	-14	4	-6	0.2	3	-4	-27
O=C(CS(=O)(=O)c1ccccc1)Nc1nnc(-c2cccs2)o1	-0.3	-10	-4	7	-4	0.7	7	0	-8
Cc1ccc(CNC(=O)c2cc(COc3c(F)cccc3F)on2)s1	0.0	-16	-5	15	-6	0.9	4	-2	12
COc1ccc(C2=Cc3ccccc3C(CC(=O)C3CC3)N2c2ccc(C#CCCO)cc2)cc1 (configuration not stated)	nt	-17	-15	14	nt	1.2	3	nt	nt
O=C(Nc1ccc(S(=O)(=O)Nc2nccs2)cc1)c1cc(-c2ccccc2Cl)nc2ccccc12	-0.2	-6	-3	-4	-3	0.4	1	-7	3
CC(C)n1cnc2cc(NCc3ccco3)ccc21	1.0	-13	nt	21	-8	0.8	nt	-7	0
O=C1c2ccccc2-c2c1c1ccccc1c(=O)n2-c1ccccc1	nt	-14	-27	19	-4	1.2	3	nt	nt
O=C(COc1ccc2c3c(c(=O)oc2c1)CCC3)Nc1ccccn1	0.7	1	-26	-25	0	5.1	10	4	-3
O=C(Cc1ccccc1)NCC(=O)OC(c1ccccc1)c1ccccc1	-1.3	3	-3	-3	-5	5.5	0	-1	-26
CSc1cccc(CNC(=O)C2CCC(=O)N(CCCN3CCCC3=O)C2)c1 (configuration not stated)	0.0	-1	-6	-15	-3	0.7	1	-11	-16
CCN(CC)c1ccc(NC(=O)c2ccc(=O)[nH]c2)cc1S(=O)(=O)Nc1ccccc1OC	-1.0	-14	-11	14	-4	-0.3	1	-16	-11
O=C(N/N=C/C=C/c1ccccc1)c1cc(C2CC2)[nH]n1	0.1	0	-5	12	0	0.8	9	1	-6
O=C1NC(c2ccccc2)=C(c2nc3ccccc3s2)C(c2ccc(O)cc2)N1 (configuration not stated)	0.1	1	nt	-11	0	0.5	nt	2	-3
O=c1[nH]c(=S)[nH]c2nc(-c3cccs3)cc(C(F)(F)F)c12	5.5	-9	-4	6	-4	1.1	0	-11	-11
N/C(=N\OC(=O)CCc1ccccc1)c1ccccc1Cl	-1.0	-7	1	19	-2	-0.4	8	-1	-15
COc1ncnc2c1N[C@@](C)(O)c1c(F)c(F)c(F)c(F)c1S2	-0.2	-9	-10	20	-5	2.4	13	-2	-1
CC(C)Cn1c(=O)c(CCC(=O)Nc2ccc(N3CCOCC3)cc2)nc2cc(Cl)ccc21	-0.8	-14	-1	16	-2	0.0	0	-4	-14
CCCc1cc(=O)[nH]c(SCC(=O)NCc2ccc3c(c2)OCO3)n1	1.0	-3	-1	16	-4	1.0	1	2	2

Entries listed so far that bear a hit mark in TAAR1 antag.
SMILES,TAAR1 antag,OXTR potentiate
CCCOc1ccc(C(=O)NNC(=S)NC(=O)c2ccco2)cc1,105*,-21
C=CCC[C@@H](Cc1ccc(F)cc1)C(=O)O[C@H](CNC(=O)[C@H](CC=C)CC(=O)N(CCO)Cc1ccccc1)c1ccccc1,75*,-11

Other structures:
SMILES	V1R ag counter	CHO-K1 Ca antag	TAAR1 antag	CHO-K1 Ca PAM	M1 ag	M1 ag parental	TAAR1 agonist	OXTR potentiate	CHO parental Ca
COc1cc(OC)cc(-c2nnc(SCc3cccc(C(=O)O)c3)o2)c1	-1.3	-16	3	9	2	0.0	0	-2	-2
CCN(CC(=O)Nc1ccc(OC)cc1)C(=O)c1cc(S(=O)(=O)N(C)C)ccc1N1CCCC1	0.4	-10	-14	10	1	0.7	3	-6	-9
CN1CCN(NC(=O)c2cccc(Br)c2)CC1	0.5	-7	-2	10	-8	0.2	10	0	-6
CCCCNC(=O)CSc1nnc(-c2cccc(S(=O)(=O)N3CCOCC3)c2)o1	1.0	-14	-9	4	-7	0.5	11	-5	4
CCN(CC)CC(=O)Nc1sc(C)cc1C(=O)c1ccc(C)cc1	-0.4	-9	-52	17	-2	0.6	4	4	-18
CCCCOc1ccc(C(=O)N2CCC(C)CC2)cc1	-1.7	-2	25	9	-4	-0.1	10	-19	4
Cc1ccccc1S(=O)Cc1ccc(C(=O)N2CCN(C3CCCCC3)CC2)o1 (configuration not stated)	nt	3	-28	-15	-9	0.8	1	nt	nt
CSc1ncccc1C(=O)OCC(=O)c1ccc(S(=O)(=O)N2CCCCC2)cc1	0.5	4	-28	-12	-4	-0.4	-1	-9	-11
CC(C)Sc1nnc(Cn2c(=O)sc3ccccc32)n1-c1ccccc1	-1.1	-15	-24	27	-4	0.9	2	-5	-15
CCOc1ccccc1OCCCC(=O)Nc1nc2ccccc2[nH]1	0.3	-2	-15	-7	-6	1.0	2	-12	-21
CCN(CC)S(=O)(=O)c1cccc(C(=O)N[C@H](C(=O)OCC(=O)Nc2ccccc2)C(C)C)c1	-0.5	0	10	11	-3	3.9	27	-16	-10
COc1ccc(/C=N/n2c(-c3n[nH]c4c3CCC4)n[nH]c2=S)cc1	-1.9	-4	-24	13	-6	3.2	1	1	-7
COC(=O)c1ccc(OCCn2cnc3ccccc3c2=O)cc1	0.4	-23	-6	16	1	3.5	14	-2	-6
COCCn1c(CN2CCN(C(=O)c3ccco3)CC2)nc2c1c(=O)n(C)c(=O)n2C	3.3	8	-18	4	2	0.3	1	0	-3
Cc1nc(NC(=O)CN2CCOCC2)sc1-c1ccccc1	0.6	10	-12	16	-4	0.2	0	-15	-20

Rows are unselected; overall some 3.3% were active at least once.
